Rac1 mut GTP: GTP binding modulators of activated mutant Rac1, primary screen, biochemical, bead-based flow cytometry, multiplex, fluorescent GTP. actives 0.11% (n = 190,000). AID 764, 2007. Ras-related C3 botulinum toxin substrate 1 (Homo sapiens), P63000. GST-Rac1 activated beads; actives lie on both sides; 100% means binding = to untreated wells. percent activity (GTP binding), % at 10 µM;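 active = GTP binding at least 20 percentage points away from the 100% baseline, in either direction, so actives lie on both sides; inconclusive = Compound likely fluorescent itself, or too few beads counted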
Mcl1 Bid PPI: Mcl-1/Bid binding inhibitors, primary screen, biochemical, TR-FRET, 1536-well | Induced myeloid leukemia cell differentiation protein Mcl-1 (Homo sapiens), Q07820 | TR-FRET Mcl-1/Bid-Dy647 peptide binding | inhibition, % at 21.7 µM | actives 0.97% (n = 220,000) | AID 1021, 2008;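 active = compounds that cut the binding signal by more than half at the single screening dose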;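 note: His-tagged Mcl-1 with europium anti-His antibody binding Bid BH3 peptide; 0% = Mcl-1 plus peptide wells and 100% = peptide-only wells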
Target sequence (Q07820 whole entry, looked up): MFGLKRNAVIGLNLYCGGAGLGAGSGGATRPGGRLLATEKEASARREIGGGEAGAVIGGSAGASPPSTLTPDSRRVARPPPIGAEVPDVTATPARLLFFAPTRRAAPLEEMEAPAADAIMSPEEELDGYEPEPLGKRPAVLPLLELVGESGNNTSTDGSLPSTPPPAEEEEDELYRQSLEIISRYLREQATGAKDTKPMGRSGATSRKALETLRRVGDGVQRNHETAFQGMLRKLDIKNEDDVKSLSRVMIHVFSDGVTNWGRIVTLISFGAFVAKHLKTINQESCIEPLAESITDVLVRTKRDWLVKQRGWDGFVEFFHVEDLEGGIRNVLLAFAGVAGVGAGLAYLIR
Cdc42 wt: modulators of GTP binding to wildtype Cdc42, primary screen, biochemical, multiplex bead flow cytometry, Bodipy-GTP | Cell division control protein 42 homolog (Homo sapiens), P60953 | GST-Cdc42 beads; actives lie on both sides | percent activity (GTP binding), % at 10 µM | actives 0.2% (n = 190,000) | AID 761, 2007;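 active = percent activity GTP binding at least 20 points away from the 100% baseline, either down as inhibitor or up as activator; inconclusive = compound flagged as likely green fluorescent from well-wide comparison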;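 note: median bead fluorescence of bound Bodipy-FL-GTP at 100 nM; 0% = excess unlabeled GTP control and 100% = no compound control; below 100% means less GTP binding so inhibitor and above means activator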
Rac1 wt GTP bind: wildtype Rac1 GTP binding modulators, primary screen, biochemical, GST-Rac1 beads, flow cytometry, multiplex; fluorescent GTP binding; actives lie on both sides; 0 = cold GTP competed, 100 = untreated; actives 0.27% (n = 190,000); AID 757, 2007; GTP binding activity (% of control), % at 10 µM; Ras-related C3 botulinum toxin substrate 1 (Homo sapiens), P63000;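 active = GTP binding activity at least 20 points away from the 100% control level, either lower or higher; inconclusive = compound flagged as likely green fluorescent, judged across all proteins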
Rab2 wt GTP: modulators of GTP binding to Rab2A wildtype, primary screen, biochemical, dog, bead-based flow cytometry, multiplex; Ras-related protein Rab-2A (Canis lupus familiaris), P61105; GST-Rab2 wt beads, Bodipy-GTP binding; GTP binding activity, % at 10 µM; actives 0.19% (n = 190,000); AID 760, 2007;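 active = GTP binding activity at least 20 points away from 100%, either lowered or raised; inconclusive = signal likely due to the compound's own green fluorescence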;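 note: 0% = beads with excess unlabeled GTP and 100% = no-compound control corrected for plate trend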
Bim-Mcl-1: inhibitors of Bim peptide binding to Mcl-1, primary screen, biochemical, bead-based flow cytometry, multiplex | Bim peptide-Mcl-1 binding | inhibition, % at 10 µM | actives 0.1% (n = 190,000) | AID 1009, 2008; in the data active = inhibition above about 40%;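 note: 0% = no compound tracer wells and 100% = peptide blocker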
RGS8-Gao: RGS8-Galphao binding modulators, primary screen, biochemical, multiplexed bead flow cytometry. actives lie on both sides. response (percent of control binding), % at 10 µM. actives 0.34% (n = 220,000). AID 1423, 2008; in the data active = response below about 60% or above about 140%; inactive = in between;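 note: Galphao activated as the GDP aluminium fluoride complex binding bead-coupled RGS8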
Target sequence (P09471 whole entry, looked up): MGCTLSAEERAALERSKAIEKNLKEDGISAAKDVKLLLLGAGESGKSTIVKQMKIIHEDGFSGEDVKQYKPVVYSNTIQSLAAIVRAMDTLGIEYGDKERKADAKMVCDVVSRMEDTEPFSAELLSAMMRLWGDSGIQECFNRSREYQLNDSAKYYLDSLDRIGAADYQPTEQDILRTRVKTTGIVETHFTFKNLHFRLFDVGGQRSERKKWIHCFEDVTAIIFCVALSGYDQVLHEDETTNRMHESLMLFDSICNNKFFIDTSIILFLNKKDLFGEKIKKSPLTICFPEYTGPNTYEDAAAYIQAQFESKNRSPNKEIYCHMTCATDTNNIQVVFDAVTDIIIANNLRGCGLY
HRas wt GTP: modulators of GTP binding to HRas wildtype, primary screen, biochemical, bead-based flow cytometry, multiplex; GTPase HRas (Homo sapiens), P01112; GST-Ras wt beads, Bodipy-FL-GTP binding; actives lie on both sides; GTP binding activity, % at 10 µM; actives 0.14% (n = 190,000);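 active = GTP binding activity at least 20% away from the 100% baseline, either lowered as inhibitor or raised as activator; inconclusive = flagged as likely green fluorescent, judged across all proteins in the well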;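 note: 0% = unlabeled GTP competition control and 100% = no-compound control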
Target sequence (P01112 whole entry, looked up): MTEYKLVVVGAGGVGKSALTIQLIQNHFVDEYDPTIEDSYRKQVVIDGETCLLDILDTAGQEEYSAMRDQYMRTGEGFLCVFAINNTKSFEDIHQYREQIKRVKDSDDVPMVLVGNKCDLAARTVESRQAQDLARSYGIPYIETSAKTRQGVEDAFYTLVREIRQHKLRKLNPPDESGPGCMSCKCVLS
Mcl1-Noxa inh: Mcl-1/Noxa binding inhibitors, primary screen, biochemical, TR-FRET, 1536-well; Induced myeloid leukemia cell differentiation protein Mcl-1 (Homo sapiens), Q07820; TR-FRET Mcl-1/Noxa peptide binding, 2 h; inhibition, % at 21.7 µM; actives 1.5% (n = 220,000); AID 1022, 2008;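 active = compounds that cut the protein-peptide binding signal by more than 50% relative to plate controls in a single-dose test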;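 note: His-tagged Mcl-1 with rhodamine Noxa BH3 peptide and terbium anti-His antibody; 0% = Mcl-1 plus Noxa peptide wells and 100% = peptide-only wells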
Pf gamet viab: late stage P. falciparum gametocyte viability inhibitors, primary screen, ATP luminescence, HTS; P. falciparum stage V gametocytes, 24 h; inhibition, % at 10.9 µM; actives 0.065% (n = 150,000); AID 743093, 2013;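 active = inhibition above the mean plus 3 SD of compounds within the control limits, set per campaign, cut at about 38% in these data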;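 note: 0% = DMSO wells and 100% = medium only without gametocytes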
Rab7 wt GTP bind: modulators of GTP binding to Rab7, primary screen, biochemical, wildtype, multiplex bead flow cytometry; GST-Rab7 beads, fluorescent GTP binding; actives lie on both sides; untreated = 100%, excess cold GTP = 0%; GTP binding activity (percent of control), % at 10 µM; actives 0.055% (n = 190,000); AID 758, 2007;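 active = fluorescent GTP binding to Rab7 beads changed by at least 20 points from the 100% baseline, either direction, mostly lower; inconclusive = compound itself probably fluorescent, or too few beads counted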;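 note: median green fluorescence of bound Bodipy-FL-GTP per Rab7 bead population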
The depositor's hits bear a star; ? = inconclusive; / = no result given.

SMILES	Rac1 mut GTP	Mcl1 Bid PPI	Cdc42 wt	Rac1 wt GTP bind	Rab2 wt GTP	Bim-Mcl-1	RGS8-Gao	HRas wt GTP	Mcl1-Noxa inh	Pf gamet viab	Rab7 wt GTP bind
Nc1c(-c2ccccc2)c(CN2CCOCC2)nn1-c1ccccc1	98	-12	99	103	98	-5	101	97	-9	16	101
CN(C)CC(C)(C)CNS(=O)(=O)c1cccc2nsnc12	97	-3	97	103	95	-2	97	98	-9	/	99
CC(C)(O)[C@H](O)COc1c2occc2cc2ccc(=O)oc12	97	-5	102	103	101	4	98	100	-7	1	101
CC(=O)c1c(C(C)=O)c(C)n(NC(=O)c2ccncc2)c1C	100	-6	103	102	102	0	101	102	19	/	96
COc1cc(C(=O)NCCCNc2ccc([N+](=O)[O-])cc2)cc(OC)c1OC	99	-29	95	96	98	-1	100	95	20	11	90
CN1CCN(c2nc(-c3cccnc3)nc3ccccc23)CC1	99	-11	99	102	100	0	100	97	50	-29	99
CC1Cc2ccccc2N1C(=O)CSc1nnc(Cc2ccccc2)n1CCc1ccccc1 (stereo not given)	99	-1	103	99	101	-1	104	101	-2	/	100
O=C(Cc1ccccc1)NC1CCN(S(=O)(=O)c2ccc(C(=O)O)cc2)CC1	94	-2	98	97	98	-3	103	99	-4	/	100
Cc1cc(C)c2c(=O)[nH]n(C3CCCCCC3)c2n1	94	-52	96	98	96	4	110	99	-15	-12	102
COc1ccc(CCNC(=O)c2cc(-c3ccc(Cl)c(Cl)c3)oc2C)cc1	93	23	97	95	92	-4	100	93	12	-15	98
CC(=O)OC[C@H]1O[C@@H](Sc2cccc3cccnc23)[C@H](OC(C)=O)[C@@H](OC(C)=O)[C@H]1OC(C)=O	101	-5	103	105	101	7	91	101	22	-16	100
CCc1nnc(NC(=O)CCNC(=O)c2ccccc2Cl)s1	93	-28	98	95	98	-1	100	95	13	/	93
O=C(OCCN=C1NS(=O)(=O)c2ccccc21)c1ccncc1	99	6	100	105	104	-2	100	101	0	/	103
O=C(CN1C(=O)/C(=C\c2ccc(F)cc2)Oc2ccccc21)N1CCN(c2ccccn2)CC1	97	9	100	102	98	-4	102	99	-22	8	101
Cc1nc(SCC(=O)N2CCN(C(=O)c3ccco3)CC2)c2c(C)c(C)sc2n1	96	2	98	99	99	-6	99	97	-16	/	95
Cc1ccc(C(=O)ON=C2CCN(c3ccc([N+](=O)[O-])cc3)CC2)cc1	99	-7	104	103	103	-3	102	104	-11	-9	102
CCN(CC)C(=O)Cn1cnc([N+](=O)[O-])n1	100	7	105	104	102	0	99	103	28	5	98
CCc1ccc(C(C)NC(=O)c2ncn[nH]2)cc1 (stereo not given)	102	-26	103	105	99	-6	104	100	12	/	97
Cc1ccc(-c2noc(CN(C(=O)CCN3C(=O)c4ccccc4C3=O)C(C)C)n2)cc1	94	-3	100	98	97	0	106	100	11	/	97
O=C(CSc1ccc(-c2cccs2)nn1)Nc1ccccc1F	99	-6	99	101	96	-1	101	98	14	/	96
O=C(C[n+]1ccccc1)N1c2ccccc2Sc2ccccc21	94	-51	93	91	93	0	88	92	-11	-26	93
O=C(CC1C(=O)NCCN1Cc1cccc(Oc2ccccc2)c1)NCC1CCOCC1 (stereo not given)	96	-36	98	102	98	-3	101	101	15	-23	98
CC1=C/C(=N\NC(=S)NCCc2ccccc2)CC(C)(C)C1	93	-70	92	95	94	4	103	93	-20	23	93
CCCC(=O)NC(c1ccc(OC)c(OC)c1)c1cc(Cl)c2cccnc2c1O (stereo not given)	93	-46	94	94	97	0	95	94	-16	/	100
CC(=O)N1CCc2c(sc(NC(=O)c3ccc4c(c3)OCCO4)c2C#N)C1	98	-17	97	103	98	1	101	98	26	/	99
C/C=C/c1ccc(OCC(=O)OCC(=O)NC2CC2)c(OC)c1	94	-16	92	99	94	-3	100	93	11	-6	95
Cc1ccc(NC(=S)Nc2cc(-c3ccccc3)[nH]n2)cc1Cl	98	-28	97	96	99	-3	101	94	10	-14	92
CN1N=C(C(=O)N2CCc3c([nH]c4ccccc34)C2c2c(F)cccc2Cl)CCC1=O (stereo not given)	97	-42	101	100	101	1	98	100	14	-11	106
Cc1cc2c(cc1C)N(C(=O)CN1C(=O)c3ccccc3C1=O)C(C)(C)c1ssc(=S)c1-2	96	-47	101	104	101	-2	102	103	-6	/	104
N/C(=N\OC(=O)c1ccco1)c1cccc([N+](=O)[O-])c1	97	-14	99	101	97	-4	103	97	-12	-1	99
CCC(Sc1ccccc1C(=O)O)C(=O)O (stereo not given)	?	6	?	?	?	0	100	?	13	/	?
Cc1ccc(OCCOC(=O)CCc2nc3ccccc3c(=O)[nH]2)cc1	95	-27	92	97	98	0	97	96	1	-10	98
Cc1c(NC(=O)/C(C#N)=C/c2ccc(-c3cc(Cl)ccc3Cl)o2)c(=O)n(-c2ccccc2)n1C	?	26	?	?	?	4	99	?	42	9	?
CCN(C(=O)CSc1nnc(NC2CCCCC2)s1)C1CCS(=O)(=O)C1 (stereo not given)	99	-16	102	99	97	-1	100	99	-14	-20	94
Cc1cc(C)cc(NC(=O)CSc2nncn2-c2ccccn2)c1	98	-29	95	103	99	-1	102	101	-5	12	107
Cn1c(CN2CCCC2)nc2cc(NC(=O)COc3ccc([N+](=O)[O-])cc3)ccc21	99	-11	98	107	94	-5	115	94	20	/	92
C/C(CCCO)=N/Nc1ccc([N+](=O)[O-])cc1[N+](=O)[O-]	94	-18	99	100	99	-3	99	99	8	-2	104
COc1ccccc1CN(C)CC(=O)Nc1ccc(Cl)cc1F	94	-6	98	93	99	-2	100	94	6	/	97
Cc1ccc(OCC(=O)NS(=O)(=O)c2ccccc2)cc1	93	-20	94	97	92	-3	102	93	17	19	93
CCC(C)NCCOCCOc1ccc(C)cc1OC (stereo not given)	100	13	100	101	100	-1	101	99	4	4	100
O=C(Nc1nnc(-c2ccccc2F)s1)C1CCN(S(=O)(=O)c2ccc(Cl)cc2)CC1	99	-3	103	105	100	0	91	98	-19	-8	97
O/N=C/c1cc(Br)cc(Br)c1OCc1ccccc1	99	-15	100	103	97	-10	98	98	-5	/	99
O=C1C2CCCCC2C(=O)N1Cc1ccccc1 (stereo not given)	96	-11	95	103	95	-2	102	97	-2	-24	96
CCc1ccc(N=c2c([N+](=O)[O-])nn(-c3ccccc3)n2O)cc1	98	-22	96	95	100	0	98	99	-16	/	95
COc1ccc(OC)c(Nc2cc(C(=O)NCCCN3CCOCC3)c3ccccc3n2)c1	95	-129	105	98	100	1	93	99	16	-18	105
COc1cc(NC(=O)C2CCCN2C(=O)OCc2ccccc2)cc(OC)c1 (stereo not given)	105	-7	108	111	109	-1	103	107	7	5	108
Brc1ccc(CSc2ccc3nnc(-c4cccnc4)n3n2)cc1	?	4	?	?	?	-1	98	?	-10	-15	?
O=C(NCCc1ccc(F)cc1)N1CCOCC1	95	3	100	97	97	-6	99	96	27	/	93
Nc1nc(SCc2ccc(Cl)c(Cl)c2)n[nH]1	?	-39	?	?	?	-1	96	?	-11	9	?
Cc1cc(NC(=O)Cn2nc(-c3ccccc3F)ccc2=O)ccc1-n1cnnn1	/	-11	/	/	/	1	100	/	8	-4	/
CCOc1ccccc1NC(=O)Cn1nnc(C(=O)Nc2ccc(C)cc2)c1N	97	-12	96	98	98	0	102	100	8	/	101
O=C(OCc1nc2ccc(Cl)cc2n1CCO)c1ccc2c(c1)OCO2	91	-50	99	97	95	-1	101	97	1	/	99
CC(C)c1[nH]c(=O)c(C#N)c2c1CSC(C)(C)C2	99	-3	99	98	99	2	99	98	38	-4	94
CC1CCN(c2nc3ccccn3c(=O)c2C=O)CC1	95	-49	98	102	96	-3	101	95	-6	-1	96
CCOc1ccccc1N1CCN(C(=O)Nc2ccc(Cl)c(Cl)c2)CC1	?	-16	?	?	?	-4	102	?	/	/	?
CCOc1ccc2nc(NC(=O)CSc3ccccc3)sc2c1	98	-42	95	101	96	-7	102	97	-6	/	99
CNC(=O)c1ccc2nc(NC(C)=O)sc2c1	96	-24	99	103	100	-7	101	99	9	-39	100
CC(C)(CNS(=O)(=O)c1ccc(Cl)cc1)N1CCCCC1	98	4	101	100	99	-4	101	100	8	-5	102
CCNC(=O)CC1SC(=Nc2cccc3ccccc23)N(C)C1=O (stereo not given)	99	-23	95	104	97	-21	102	100	13	/	101
COCCNC(=O)CN(C(=O)Cn1nnc2ccccc21)c1cc(C)cc(C)c1	98	-10	101	102	101	0	100	100	7	22	101

The list continues.
SMILES	Rac1 mut GTP	Mcl1 Bid PPI	Cdc42 wt	Rac1 wt GTP bind	Rab2 wt GTP	Bim-Mcl-1	RGS8-Gao	HRas wt GTP	Mcl1-Noxa inh	Pf gamet viab	Rab7 wt GTP bind
Cc1cc(Cl)ccc1NC(=S)NCCC(c1ccccc1)c1ccccc1	95	-23	96	103	98	-2	101	99	9	/	100
Cc1ccc(-c2nn(-c3ccccc3)cc2C(=O)Nc2cccc(S(=O)(=O)N3CCOCC3)c2)cc1	98	11	100	104	98	-4	100	99	-11	17	102
COc1ccc(OC)c(C(=O)CSc2nnc(-c3cccnc3)n2C)c1	92	-7	90	90	90	-2	101	91	-9	/	96
CCOC(=O)C1CCCN(c2c(N3CCc4ccccc4C3)c(=O)c2=O)C1 (stereo not given)	97	-16	97	96	98	-2	102	96	7	/	96
CC(=O)N/N=C(\C)c1cccc(C(F)(F)F)c1	94	1	94	95	97	-1	102	98	-6	20	105
O=C(Nc1ccc(S(=O)(=O)NC2CCCCC2)cc1)c1ccco1	98	-4	100	103	96	-2	104	100	-19	17	96
O=C(Nc1ccc(CN2CCOCC2)cc1)c1ccccc1F	100	-6	102	104	102	-7	102	102	-20	25	99
